Source: PubChem
Growth percent in the NCI-60 one-dose screen (48 h, 10 µM unless noted): 100 = growth as untreated, 0 = no growth, -100 = all killed.
COLO 205: COLO 205 colon cancer. hit rate 7.3% among 79,000. AID 1794742
NCI-H23: NCI-H23 lung cancer; hit rate 4% among 80,000
NCI-H226: NCI-H226 lung cancer; hit rate 3.5% among 79,000
IGROV1: IGROV1 ovarian cancer. hit rate 4.7% among 79,000. AID 1794786
NCI/ADR-RES: NCI/ADR-RES ovarian cells; hit rate 4.4% among 81,000
NCI-H322M: NCI-H322M lung cancer; hit rate 2.7% among 80,000
NCI-H460: NCI-H460 lung cancer. hit rate 6.8% among 82,000
KM12: KM12 colon cancer cells; hit rate 5% among 82,000
NCI-H522: NCI-H522 lung cancer | hit rate 8% among 78,000
An asterisk follows results filed as active; nt = no result given; [ ] = dose if it differs, or a comment. Rule for the calls: active = growth percent below 10; inactive = the rest.

entry | compound | COLO 205 | NCI-H23 | NCI-H226 | IGROV1 | NCI/ADR-RES | NCI-H322M | NCI-H460 | KM12 | NCI-H522
1 | COc1cccc(-c2nc3sccn3c2-c2ccnc(NCCN3CCNS3(=O)=O)n2)c1 | 46 | 85 | 78 | 54 | 98 | 79 | 71 | 100 | 78
2 | O=C1C2C3C=CC(C3)C2C(=O)N1CCOS(=O)(=O)OCCN1C(=O)C2C3C=CC(C3)C2C1=O (stereo not drawn) | 103 | 114 | 98 | 122 | 106 | 108 | 106 | 105 | 131
3 | CN(Cc1ccccc1)c1nc(Cl)c(C2CC(c3ccc4c(c3)OCO4)=NN2c2ccccc2)s1 (stereo not drawn) | 99 | 92 | 99 | 90 | 101 | 103 | 102 | 88 | 78
4 | O=S(=O)(O)c1ccc(N=NSc2ccc3ccccc3c2)cc1 | 108 | 93 | 106 | 93 | 96 | 93 | 98 | 99 | 97
5 | CN(C)c1ccc(NC(=O)C(c2ccccc2)c2ccccc2)cc1 | nt | 92 | 84 | 97 | 91 | 93 | 107 | 99 | 91
6 | COc1cc(C=C2C(=O)NC(=O)NC2=O)cc(CN2CCCC2)c1O | 115 | 104 | 115 | 106 | 113 | 105 | 107 | 106 | 94
7 | Cn1cc(-c2csc(-c3cn(C)c4ccc(Br)cc34)n2)c2cnccc21 | -78* | -29* | 102 | -92* | -69* | -33* | -76* | -87* | -67*
8 | CCn1cc(C(=O)O)c(=O)c2cc(F)c(N3CCN(S(=O)(=O)c4cccc5ccccc45)CC3)cc21 | -88* | 0.1* | 22 | 14 | 21 | -14* | 8.0* | 12 | -34*
9 | COC(=O)c1cc(C)[nH]c2c(C)cc3nc4ccccc4c3c12 | 90 | 81 | nt | 67 | 69 | 79 | 84 | 78 | 79
10 | Cc1nc2sc3c(c2c(C)c1Br)NC(c1ccccc1F)NC3=O (stereo not drawn) | 103 | 88 | 80 | 92 | 93 | 102 | 97 | 102 | 81
11 | C=C(C)[C@@H]1CC[C@]2(C)[C@H](CC=C3[C@@H]4CC(C)(C)CC[C@]4(C(=O)N4CCN(C)CC4)CC[C@]32C)[C@@]1(C)CCC#N | 77 | 94 | 77 | 85 | 80 | 96 | 64 | 92 | 84
12 | COC(=O)[C@]12CC[C@@H](C)[C@H](C)[C@@H]1C1=CC[C@@H]3[C@@]4(C)C[C@@H](O)[C@H](O)[C@@](C)(CO)C4=CC[C@@]3(C)[C@]1(C)CC2 | -77* | -58* | -47* | -40* | -46* | -85* | -63* | -71* | -2.2*
13 | COc1ccc(/C=C(/c2ccccc2)[N+](=O)[O-])c(OC)c1 | -27* | 21 | 60 | -36* | -4.9* | 46 | 2.7* | -32* | -13*
14 | Cc1nc2c(c(N3CCCc4ccccc43)n1)CCC2 | -59* | 25 | 11 | 25 | 9.3* | 54 | 3.1* | 0.6* | -19*
15 | CCCCCCCCn1ccc2cc(NC(=O)CN3CCN(c4cc(C)nc(N5CCC(C)CC5)n4)CC3)ccc21 | 83 | 91 | 78 | 79 | 81 | 99 | 85 | 78 | 80
16 | CCOC(=O)C1=C(C(=O)OCC)N(c2ccc(F)cc2)C(N)=C(C#N)C1c1cc(=O)[nH]c2ccccc12 (stereo not drawn) | 118 | 101 | 94 | 92 | 100 | 106 | 103 | 99 | 89
17 | COc1ccc(C2Nc3ccccc3C(=O)N2/N=C(\C)c2c(O)cc(C)oc2=O)cc1 (stereo not drawn) | 118 | 103 | 111 | 119 | 110 | 112 | 100 | 105 | 91
18 | COc1cccc(C(=O)Nc2nc3ccc(Cl)cc3s2)c1 | 105 | 81 | 93 | 74 | 75 | 104 | 88 | 50 | 78
19 | O=C(Nc1ccc(F)cc1F)c1cc(I)ccc1O | 78 | 8.9* | nt | 22 | 8.6* | 8.1* | 6.0* | 6.2* | -12*
20 | CCCCNC(=O)NS(=O)(=O)c1ccc(N2N=C(c3ccc(F)cc3)CCC2=O)cc1 | 109 | 93 | 92 | 107 | nt | 88 | 102 | 102 | 100
21 | CC1(C)CC(=O)C2=C(C1)N(c1ccc(F)cc1F)C(N)=C(C#N)C2c1cc(Br)ccc1F (stereo not drawn) | 118 | 87 | 103 | 94 | 86 | 95 | 95 | 89 | 81
22 | COc1cc(Cn2c(SCC(=O)NCc3ccc(S(N)(=O)=O)cc3)nc3ccccc3c2=O)cc(OC)c1OC | 103 | 102 | 88 | 99 | 110 | 93 | 105 | 110 | 83
23 | COc1cc(NCCCCC(C)N)c2nccc(C)c2c1 (stereo not drawn) | 37 | 89 | 93 | 71 | 100 | 80 | 95 | 95 | 91
24 | CC(C(=O)NCC1CCC2OCOC2C1)C1CCN(C(=O)C2CC3CCCCC3N2)CC1 (stereo not drawn) | 71 | 73 | 71 | 81 | 52 | 81 | 83 | 78 | 50

Six records drawn at random from those above:
entry | compound | COLO 205 | NCI-H23 | NCI-H226 | IGROV1 | NCI/ADR-RES | NCI-H322M | NCI-H460 | KM12 | NCI-H522
24 | CC(C(=O)NCC1CCC2OCOC2C1)C1CCN(C(=O)C2CC3CCCCC3N2)CC1 (stereo not drawn) | 71 | 73 | 71 | 81 | 52 | 81 | 83 | 78 | 50
20 | CCCCNC(=O)NS(=O)(=O)c1ccc(N2N=C(c3ccc(F)cc3)CCC2=O)cc1 | 109 | 93 | 92 | 107 | nt | 88 | 102 | 102 | 100
16 | CCOC(=O)C1=C(C(=O)OCC)N(c2ccc(F)cc2)C(N)=C(C#N)C1c1cc(=O)[nH]c2ccccc12 (stereo not drawn) | 118 | 101 | 94 | 92 | 100 | 106 | 103 | 99 | 89
21 | CC1(C)CC(=O)C2=C(C1)N(c1ccc(F)cc1F)C(N)=C(C#N)C2c1cc(Br)ccc1F (stereo not drawn) | 118 | 87 | 103 | 94 | 86 | 95 | 95 | 89 | 81
17 | COc1ccc(C2Nc3ccccc3C(=O)N2/N=C(\C)c2c(O)cc(C)oc2=O)cc1 (stereo not drawn) | 118 | 103 | 111 | 119 | 110 | 112 | 100 | 105 | 91
10 | Cc1nc2sc3c(c2c(C)c1Br)NC(c1ccccc1F)NC3=O (stereo not drawn) | 103 | 88 | 80 | 92 | 93 | 102 | 97 | 102 | 81

The results go on.
entry | compound | COLO 205 | NCI-H23 | NCI-H226 | IGROV1 | NCI/ADR-RES | NCI-H322M | NCI-H460 | KM12 | NCI-H522
25 | COC(=O)CSC1=C(C)C(=O)c2ccccc2C1=O | 115 | 89 | 92 | 98 | 94 | 98 | 101 | 88 | 74
26 | CN1C(=O)C(C2=NNC(c3ccccc3C(=O)O)C2)C(=O)N(C)C1=O (stereo not drawn) | 108 | 106 | 100 | 106 | 108 | 88 | 106 | 104 | 84
27 | CCc1ccccc1-n1c(N)c(C#N)c(-c2ccc(N(C)C)cc2)c(C#N)c1=O | 114 | 96 | 99 | 91 | 95 | 86 | 96 | 98 | 94
28 | Cc1ccc(NC(=O)NNc2ccc([N+](=O)[O-])cn2)cc1 | 115 | 106 | 102 | 103 | 109 | 107 | 119 | 112 | 96
29 | CCOC(=O)CCCCN1C(=O)S/C(=C\c2ccc(Cl)cc2)C1=O | 117 | 103 | 98 | 105 | 103 | 102 | 103 | 106 | 97
30 | COc1cccc(-c2nn(-c3ccccc3)cc2-c2ccnc(NCCNS(=O)(=O)c3ccc(C(F)(F)F)cc3)c2)c1 | -73* | 17 | 35 | 28 | 17 | 45 | 11 | 15 | 1.9*
31 | CCCCCCCC1CCC(=O)O1 (stereo not drawn) | 112 | 112 | 101 | 92 | 112 | 99 | 102 | 113 | nt
32 | CCC(C(C)=O)c1ccccc1 (stereo not drawn) | 104 | 102 | 113 | 111 | 101 | 106 | 117 | 98 | 97
33 | NC(=O)NC(=O)/C=C\C(=O)OCCOC(=O)/C=C\C(=O)NC(N)=O | 102 | 97 | 104 | 105 | 105 | 104 | 105 | 101 | 78
34 | O=C1CCC/C=C\C[C@H]2C=C(Cl)C(=O)/C2=C/C[C@H](CCCCC(F)(F)F)OC(=O)CCC/C=C\C[C@H]2C=C(Cl)C(=O)/C2=C/C[C@H](CCCCC(F)(F)F)O1 | -57*[7.5 µM] | -35*[7.5 µM] | -19*[7.5 µM] | -48*[7.5 µM] | 12[7.5 µM] | -37*[7.5 µM] | -33*[7.5 µM] | -60*[7.5 µM] | -62*[7.5 µM]
35 | O=C(Nc1ccccc1O)c1ccc(-n2nc(-c3ccccc3)c3ccccc32)cc1 | 130 | 93 | 83 | 98 | 79 | 97 | 98 | 98 | 71
36 | Cc1ccc(/C=C/c2c(C(=O)c3ccccc3)c(C)nc3ccccc23)cc1 | 110 | 91 | 102 | 94 | 84 | 100 | 101 | 93 | 86
37 | COC(=O)N/N=C/c1cc(OC)ccc1O | 110 | 103 | 108 | 103 | 103 | 87 | 102 | 103 | 94
38 | CCCCCCCCCCCCCCCC(=O)Nc1ccn(C=C=CCO)c(=O)n1 | 94 | 89 | 96 | 91 | 87 | 94 | 101 | 104 | 103
39 | CCC(CC)NCCCCCNc1cc(OC)cc2cccnc12 | 83 | 95 | 97 | 111 | 83 | 120 | 105 | 99 | 98
40 | COc1cc2ccccc2[n+](C)c1-c1ccccc1F | 87 | 89 | 99 | 88 | 102 | 99 | 98 | 79 | 87
41 | CC(C)(SCc1ccccc1)C(N)C(=O)O (stereo not drawn) | 108 | 108 | 108 | 104 | 112 | 96 | 115 | 108 | nt
42 | Cc1ccc[n+](CC(O)c2ccccc2)c1 (stereo not drawn) | 88 | 106 | 97 | 109 | 106 | 105 | 106 | 101 | 60
43 | C#CCCN(Cc1ccccc1OC)Cc1ccccc1S(=O)(=O)c1ccccc1 | 91 | 82 | 85 | 74 | 80 | 77 | 84 | 89 | nt
44 | Cc1ccc(-n2cc(-c3ccccc3)c3c(SCC(=O)N/N=C/c4ccccc4[N+](=O)[O-])ncnc32)cc1 | 113 | 88 | 76 | 99 | 91 | 104 | 105 | 99 | 88
45 | Nc1nc2nonc2nc1Nc1ccccc1F | 103 | 99 | 99 | 113 | 105 | 103 | 103 | 101 | 81
46 | CCN1CCN(C(=O)NC(C(=O)N[C@@H]2C(=O)N3[C@@H]2SC(C)(C)[C@@H]3C(=O)O)c2ccccc2)C(=O)C1=O (stereo partly drawn) | 120 | 110 | 96 | nt | 111 | nt | 114 | 108 | 97
47 | CCCCCCCC/C=C\CCCCCCCCOc1ccc(CCOP(=O)(O)OCC[N+](C)(C)C)cc1 | 94 | 98 | 97 | 46 | 99 | 101 | 58 | 52 | 90
48 | COc1ccc(-c2cc(C(=O)NCc3ccccc3)nn2-c2ccc(S(C)(=O)=O)cc2)cc1 | 127 | 107 | 92 | 106 | 90 | 97 | 105 | 101 | 81
49 | COc1cc(C2CC(c3cccs3)=NN2c2ccc(S(N)(=O)=O)cc2)cc(OC)c1OC (stereo not drawn) | 102 | 109 | 97 | 116 | 109 | 102 | 102 | 110 | 108
50 | Nc1ccc(C2=NNC(=O)Cc3cc4c(cc32)OCCO4)cc1Cl | 27 | 21 | 69 | 41 | 12 | 61 | 11 | 16 | 11
51 | COc1ccc(-c2nnc(CSC3=NC(c4ccc(F)cc4)C(C(C)=O)=C(C)N3)o2)cc1 (stereo not drawn) | 101 | 93 | 92 | 93 | 98 | 91 | 103 | 100 | 82
52 | CCC(=O)c1ccc([N+](=O)[O-])cc1 | 115 | 99 | 96 | nt | 104 | 104 | 108 | 105 | 103
53 | CCCCN1c2nc3ccccc3nc2SC1Nc1ccccc1 (stereo not drawn) | nt | 100 | nt | 98 | 105 | 93 | 100 | 101 | 96
54 | CSc1cnc2ccccc2n1 | 116 | 103 | 103 | 104 | 103 | 94 | 102 | 101 | 80
55 | COc1cc([N+](=O)[O-])c2nc(C(=O)O)ccc2c1 | 97 | 104 | 112 | 137 | 106 | 128 | 106 | 104 | 98
56 | CC(=O)NS(=O)(=O)c1ccc(NC(=O)CSC2=NC(c3ccc(Cl)cc3)C(C(C)=O)=C(C)N2)cc1 (stereo not drawn) | 108 | 106 | 100 | 105 | 103 | 101 | 103 | 102 | 96
57 | CCCc1ccc(/C=C2\SC(=Nc3ccc(O)c(C(=O)OC)c3)NC2=O)cc1 | 114 | 82 | 93 | 88 | 83 | 91 | 106 | 86 | 90
58 | O=C1COCCN1c1ccc(N2C(=O)C(Cl)C2c2cn(Cc3cccc4ccccc34)c3ccccc23)cc1 (stereo not drawn) | 109 | 108 | nt | 104 | 105 | 103 | 102 | 102 | nt
59 | Cc1nn(-c2ccccc2)nc1C(=O)Nc1ccc2[nH]ncc2c1 | nt | 85 | 117 | nt | 78 | 124 | 106 | 109 | 66
60 | Cc1nn(-c2ccccc2)c(-n2ccnc2)c1/C=N/Nc1nc(-c2ccc([N+](=O)[O-])cc2)cs1 | 86 | 65 | 54 | 105 | 79 | 104 | 91 | 93 | 77
61 | Cc1cc(=O)oc2cc(OCCCOc3ccc(/C=C/C(=O)Nc4cccc(Cl)c4)cc3)ccc12 | 104 | 79 | 76 | 79 | 71 | 93 | 44 | 94 | 80
62 | CC1(C(=O)OCc2ccccc2)C(=O)C2=C(CCCC2)N1c1ccc(F)cc1 (stereo not drawn) | 93 | 93 | 94 | 89 | 90 | 95 | 104 | 94 | 94
63 | CC1(C)C=CC[C@]2(C)[C@H]3CC[C@@H]4[C@H]5[C@H](C(=O)/C=C/c6cccnc6)CC[C@]5(CO)CC[C@@]4(C)[C@]3(C)CC[C@@H]12 | -72* | -60* | -54* | -55* | -32* | 9.9* | -62* | -81* | -74*
64 | CN1CCN(CCNC(=O)Nc2ncccc2OCc2cccc(Cl)c2)CC1 | 108 | 102 | 92 | 111 | 102 | 101 | 105 | 100 | 84
